pPAFAH FP inh – inhibitors of human plasma PAF acetylhydrolase (pPAFAH). Q13093. recombinant pPAFAH, FP-rhodamine probe fluorescence polarization. 330,000 compounds, 1.5% hits. inhibition, % at 3.39 µM;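 active means inhibition above the mean inhibition across the screen plus 3 SD, cut at about 25% in these data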;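 further: inhibitors block binding of the rhodamine activity-based probe so polarization drops; 0% = enzyme with DMSO and 100% = wells lacking pPAFAH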
Target sequence (Q13093 whole entry, looked up): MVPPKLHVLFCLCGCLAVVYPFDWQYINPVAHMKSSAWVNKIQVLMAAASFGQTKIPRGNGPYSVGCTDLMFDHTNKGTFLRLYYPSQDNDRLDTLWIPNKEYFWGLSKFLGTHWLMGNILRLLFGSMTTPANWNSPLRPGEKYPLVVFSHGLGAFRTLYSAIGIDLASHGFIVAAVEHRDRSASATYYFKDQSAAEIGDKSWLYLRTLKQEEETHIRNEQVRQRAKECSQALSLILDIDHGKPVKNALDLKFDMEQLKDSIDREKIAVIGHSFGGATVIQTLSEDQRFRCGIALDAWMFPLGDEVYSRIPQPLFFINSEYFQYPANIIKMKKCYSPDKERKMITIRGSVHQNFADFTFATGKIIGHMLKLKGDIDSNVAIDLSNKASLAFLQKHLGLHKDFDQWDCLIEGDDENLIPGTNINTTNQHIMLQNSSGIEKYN
GSTO1 counter – counter-screen for RBBP9 inhibitors: inhibitors of human GSTO1; 300,000 compounds, 1.1% hits; inhibition, % at 5.96 µM; P78417; recombinant GSTO1, activity-based probe fluorescence polarization;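 active means inhibition above the campaign mean inhibition plus 3 SD, cut at about 35% in these data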;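 further: 0% = GSTO1-1 with DMSO and 100% = wells lacking GSTO1-1 enzyme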
PAFAH1B2 inh – PAFAH1B2 (human) inhibition. recombinant PAFAH1B2, FP-rhodamine activity probe, fluorescence polarization. inhibition, % at 3.39 µM. 340,000 compounds, 1.2% hits. AID 492953;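 active means inhibition above the mean of all tested compounds plus 3 SD, cut at about 24% in these data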;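 further: 0% = enzyme with DMSO and 100% = wells lacking PAFAH1B2; many of its hits are not listed in these tables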
PAD4 inh – blocks human protein arginine deiminase 4; Q9UM07; recombinant PAD4, RCA probe fluorescence polarization; inhibition, % at 6.36 µM; 330,000 compounds, 0.41% hits; AID 485272;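 active means percent inhibition above a cutoff equal to the mean of all tested compounds plus 3 SD, cut at about 15% in these data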;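 further: 0% = PAD4 with RCA probe and DMSO and 100% = probe without PAD4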
PME-1 inh – PME-1 (human) inhibition; Q9Y570; recombinant PME-1, FP-Rh probe fluorescence polarization; inhibition, % at 5.9 µM; 320,000 compounds, 0.53% hits; AID 2130;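 active means inhibition above the campaign mean of all compounds plus 3 SD, cut at about 26% in these data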;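 further: competitive labeling of PME-1 active site by serine hydrolase directed probe; 0% = PME-1 with DMSO and 100% = wells lacking PME-1 enzyme; inhibitors block probe labeling so polarization falls and inhibition rises; many of its hits are not listed in these tables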
PAFAH2 inh – inhibitors of human PAFAH2; Q99487; recombinant PAFAH2, FP-rhodamine activity probe, fluorescence polarization; inhibition, % at 3.39 µM; 340,000 compounds, 0.99% hits; AID 492956;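 active means inhibition above the mean over all tested compounds plus 3 SD, cut at about 30% in these data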;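 further: inhibitors block probe labeling of enzyme so polarization drops; 0% = enzyme with DMSO and 100% = wells lacking PAFAH2 protein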
PAFAH1B3 FP inh – inhibitors of human PAFAH1B3 | Q15102 | recombinant PAFAH1B3, FP-rhodamine probe, fluorescence polarization | inhibition, % at 3.39 µM | 340,000 compounds, 0.28% hits;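 active means inhibition above the screen-wide average of all tested compounds plus 3 SD, cut at about 25% in these data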;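 further: 0% = enzyme with DMSO only and 100% = wells lacking PAFAH1B3 protein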
Target sequence (Q15102 whole entry, looked up): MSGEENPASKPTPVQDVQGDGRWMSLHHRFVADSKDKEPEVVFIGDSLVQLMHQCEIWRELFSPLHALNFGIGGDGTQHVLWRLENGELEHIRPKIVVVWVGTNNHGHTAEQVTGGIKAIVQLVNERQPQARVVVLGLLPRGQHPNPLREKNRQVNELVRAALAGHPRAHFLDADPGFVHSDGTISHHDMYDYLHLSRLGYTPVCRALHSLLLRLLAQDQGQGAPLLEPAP
LYPLA1 counter – counter-screen for PME1 inhibitors: inhibitors of human LYPLA1; 320,000 compounds, 0.16% hits; inhibition, % at 5.9 µM; recombinant LYPLA1, FP-Rh probe fluorescence polarization;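 active means inhibition above the mean of all tested compounds plus 3 SD, set per campaign, cut at about 14% in these data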;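 further: inhibitors block serine hydrolase probe labeling of LYPLA1 so polarization falls; 0% = enzyme with DMSO and 100% = wells lacking LYPLA1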
Target sequence (O75608 whole entry, looked up): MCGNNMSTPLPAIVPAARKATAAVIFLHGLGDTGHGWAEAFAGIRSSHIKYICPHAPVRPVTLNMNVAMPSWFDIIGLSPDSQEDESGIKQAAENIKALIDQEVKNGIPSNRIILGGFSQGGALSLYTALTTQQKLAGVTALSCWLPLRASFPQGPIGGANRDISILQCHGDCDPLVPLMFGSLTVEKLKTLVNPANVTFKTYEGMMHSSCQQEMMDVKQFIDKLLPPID
Fam108B inh – counter-screen for RBBP9 inhibitors: inhibitors of mouse Fam108B; recombinant Fam108B, FP-Rh probe fluorescence polarization; inhibition, % at 9.51 µM; 300,000 compounds, 0.33% hits;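 active means inhibition above the screen mean inhibition plus 3 SD, computed separately per campaign, cut at about 18% in these data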;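 further: inhibitors lower polarization as less probe binds the enzyme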
* = called active by the depositor; x = not tested or not shown.

No.	Compound	pPAFAH FP inh	GSTO1 counter	PAFAH1B2 inh	PAD4 inh	PME-1 inh
1	O=C(O)c1cncc(Br)c1	2	-1	0	3	4
2	Nc1nonc1-n1nnc(C(=O)N/N=C/c2ccccc2Cl)c1CSc1ccccc1	-8	2	x	4	-49
3	Cn1c(=O)n(C)c2cc(/C=N/NC(=O)c3ccc(Cl)cc3)ccc21	1	-1	5	-1	2
4	O=C(NC(=S)NCCC1=CCCCC1)c1ccc(Br)o1	0	4	6	-1	-8
5	Cc1c([N+](=O)[O-])cc(S(=O)(=O)Nc2ccncc2)cc1[N+](=O)[O-]	6	9	8	-2	0
6	Clc1cccc(Cl)c1-c1noc(CN2CCOCC2)n1	0	29	-2	1	-1
7	Cc1ccc(CN2C(=O)C(C)(C)Oc3ccc(C(=O)N4CCCCC4)cc32)cc1	6	0	-4	2	8
8	O=C(NC1CCCC1)C1CC(=O)N(c2ccccc2)C1 (centres undefined)	-2	4	4	1	0
9	Cc1ccc2[nH]c(=O)c(COC(=O)c3cccs3)cc2c1	6	-10	-15	0	-42
10	Cc1nonc1NC(=O)CSc1ccccn1	8	2	1	1	2
11	Cn1nc(CC(=O)NCc2ccc(F)cc2)c2ccccc2c1=O	6	6	3	5	1
12	Cc1ccc(C(=O)NCc2ccco2)cc1S(=O)(=O)Nc1cccc(Cl)c1	16	0	7	-1	1

No.	PAFAH2 inh	PAFAH1B3 FP inh	LYPLA1 counter	Fam108B inh
1	9	8	2	1
2	x	x	-26	-18
3	2	2	2	2
4	0	1	-5	-7
5	10	3	1	5
6	6	5	-3	1
7	8	-4	2	2
8	-4	3	-3	2
9	-21	-11	-14	-26
10	8	-4	-3	-3
11	-3	-2	1	3
12	5	12	-3	-3

Further records follow:
No.	Compound	pPAFAH FP inh	GSTO1 counter	PAFAH1B2 inh	PAD4 inh	PME-1 inh
13	N#CC1=C2Nc3ccccc3N2C(=O)NC1(c1ccccc1)C(F)(F)F (centres undefined)	4	-1	0	-4	7
14	C/C(Cn1cnc([N+](=O)[O-])n1)=N\NC(=O)c1cccc(F)c1	-1	-1	1	-4	2
15	CC1CCCCC1NC(=O)CCc1nc2sc3c(c2c(=O)[nH]1)CCCC3 (centres undefined)	9	3	5	-2	-4
16	Cc1ccc(NC(=O)COc2coc(CN3CCc4ccccc43)cc2=O)cc1Cl	9	8	1	-1	-2
17	O=C(Nc1ccc(C(=O)c2ccccc2)cc1)c1ccccc1	1	-3	1	-4	-4
18	c1csc(-c2nc(NCCCN3CCOCC3)c3ccccc3n2)c1	0	0	-2	2	2
19	Cc1cc(=O)[nH]c(SCC(=O)OCc2ccccc2)c1C#N	2	7	3	-1	4
20	N#C/C(=C/c1ccc(N2CCCCC2)o1)C(=O)Nc1ccc(Cl)cc1	4	-3	2	-9	-1
21	Cc1cc(C)n(-c2ccc(C(=O)Nc3cccc(S(=O)(=O)N4CCCC4)c3)cc2)n1	7	-13	-4	0	-4
22	O=C(c1ccccc1NS(=O)(=O)c1cccc(C(F)(F)F)c1)N1CCc2ccccc21	6	6	10	-3	-3
23	Cc1[nH]n(-c2cccc(Cl)c2)c(=O)c1C=NCc1ccco1	5	-7	2	-3	-1
24	C[C@@H]1CN([C@H](C)CO)C(=O)c2cc(NC(=O)NC3CCCCC3)ccc2O[C@H]1CN(C)S(C)(=O)=O	8	x	0	3	x

No.	PAFAH2 inh	PAFAH1B3 FP inh	LYPLA1 counter	Fam108B inh
13	-4	2	0	-4
14	-2	9	3	3
15	4	1	-1	-5
16	2	8	-3	1
17	-4	8	-6	-4
18	-7	10	-2	0
19	-2	-14	-2	1
20	-15	-10	-5	2
21	2	-8	-6	1
22	-2	4	2	-1
23	2	15	3	-2
24	-3	-2	x	x

(further entries)
No.	Compound	pPAFAH FP inh	GSTO1 counter	PAFAH1B2 inh	PAD4 inh	PME-1 inh
25	CCc1ccc(/C=C2\SC(=S)N(CCC(=O)NC3=NCCS3)C2=O)cc1	13	6	x	-2	-1
26	COc1cccc(/C=C/c2nc(C#N)c(NCC(C)C)o2)c1	15	-13	3	-1	2
27	Cc1c(N2C(=O)C(=O)/C(=C(/O)c3ccc(Cl)cc3)C2c2ccccc2)c(=O)n(-c2ccccc2)n1C (centres undefined)	-8	-3	0	-5	-7
28	Cc1nn(CC(=O)OCC(=O)NCCc2ccc(S(N)(=O)=O)cc2)c(C)c1[N+](=O)[O-]	-2	x	7	-3	-1
29	Fc1cccc(Cl)c1CSc1nnc(CN2CCOCC2)n1-c1ccccc1	7	-6	5	-2	1
30	COC(=O)/C(=C/c1ccc(OC)cc1)NC(=O)c1ccco1	6	-7	5	-4	-2
31	CCC(=O)Nc1nc2ccc([N+](=O)[O-])cc2s1	2	-8	3	-5	4
32	O=C1CSC(c2cccnc2)N1Cc1cccnc1 (centres undefined)	0	1	6	1	-2
33	CCCOC(=O)c1ccc(NC(=O)C2C3CCC(C3)C2C(=O)O)cc1 (centres undefined)	0	8	3	0	1
34	COc1ccc(CNC(=O)c2cnc(C)cn2)cc1	2	-6	-3	-2	2
35	CCN(CC(=O)Nc1c(F)cccc1F)C(=O)CSCc1c(C)noc1C	5	4	2	0	1
36	CC(OC(=O)CNC(=O)c1ccc(Cl)c(Cl)c1)C(=O)N1CCOCC1 (centres undefined)	22	-6	10	-4	1

No.	PAFAH2 inh	PAFAH1B3 FP inh	LYPLA1 counter	Fam108B inh
25	x	x	-3	1
26	10	4	-1	-1
27	5	5	-6	0
28	4	8	0	x
29	-1	2	-3	0
30	-1	-1	-2	-8
31	1	5	-2	-1
32	9	4	1	-2
33	-5	10	-3	-1
34	-2	1	1	6
35	3	2	2	-6
36	2	0	0	0

New compounds follow.
No.	Compound	pPAFAH FP inh	GSTO1 counter	PAFAH1B2 inh	PAD4 inh	PME-1 inh
37	COc1ccccc1NC(=O)Nc1ccc(NC(=O)c2ccccc2O)cc1	12	-35	0	0	0
38	CCCc1cc(C(=O)NCc2ccco2)no1	-3	3	10	2	0
39	COc1ccc(/C=C/C(=O)NC2CCN(Cc3ccccc3)CC2)cc1OC	0	2	-4	2	-3
40	CN(Cc1ccc2nonc2c1)Cc1nc(CC2CC2)no1	0	10	0	-1	-1
41	Cc1cc(NC(=O)C(C)SCC(=O)Nc2ccccc2OC(F)F)no1 (centres undefined)	1	1	1	-1	9
42	Cc1ccc(NC(=O)CSc2nnc(Cc3ccccc3)c(=O)[nH]2)c(C)c1	4	-5	3	-2	8
43	CC1CCCC(NC(=O)c2cccc(S(=O)(=O)N3CCN(c4ccccc4)CC3)c2)C1C (centres undefined)	3	-5	-4	-5	-2
44	COc1ccc(Cl)cc1N1C(=O)CC(Sc2ccccc2N)C1=O (centres undefined)	-2	-14	10	1	2
45	Cc1cccc(C)c1NC(=O)C(c1ccc(Cl)cc1Cl)N1CCCCC1 (centres undefined)	2	24	-6	-1	-5
46	Cc1ccc(-c2n[nH]c(=S)n2/N=C/c2cccs2)cc1	4	10	7	5	7
47	O=S(=O)(NCCC1CC1(Cl)Cl)c1ccccc1 (centres undefined)	5	9	10	4	3
48	O=C(CN1CCCCCC1)Nc1cccc2c1OCO2	1	-1	4	1	-3

No.	PAFAH2 inh	PAFAH1B3 FP inh	LYPLA1 counter	Fam108B inh
37	5	13	-12	21*
38	-3	-6	1	0
39	-15	2	2	-1
40	4	3	-5	2
41	-3	0	-1	5
42	-2	-4	1	-1
43	-1	4	-1	-2
44	5	1	-2	-1
45	-7	-2	-1	3
46	2	4	-1	-3
47	3	6	1	0
48	1	9	-4	-2

Record cards, as listed above. Screens in order: pPAFAH FP inh, GSTO1 counter, PAFAH1B2 inh, PAD4 inh, PME-1 inh, PAFAH2 inh, PAFAH1B3 FP inh, LYPLA1 counter, Fam108B inh
`Cc1cc(NC(=O)C(C)SCC(=O)Nc2ccccc2OC(F)F)no1` (centres undefined) reads 1, 1, 1, -1, 9, -3, 0, -1, 5
`O=C(CN1CCCCCC1)Nc1cccc2c1OCO2` reads 1, -1, 4, 1, -3, 1, 9, -4, -2
`Cc1cccc(C)c1NC(=O)C(c1ccc(Cl)cc1Cl)N1CCCCC1` (centres undefined) reads 2, 24, -6, -1, -5, -7, -2, -1, 3
`Cc1ccc(NC(=O)CSc2nnc(Cc3ccccc3)c(=O)[nH]2)c(C)c1` reads 4, -5, 3, -2, 8, -2, -4, 1, -1

Next records
No.	Compound	pPAFAH FP inh	GSTO1 counter	PAFAH1B2 inh	PAD4 inh	PME-1 inh
49	CCCCn1c(N)c(N(CC(C)C)C(=O)CN(C)S(=O)(=O)c2ccc(NC(C)=O)cc2)c(=O)[nH]c1=O	-1	3	5	1	1
50	COc1ccc(OC)c(NC(=O)Nc2ccc3[nH]ccc3c2)c1	3	-5	x	-3	9
51	CCc1cc(=O)oc2cc(OCC(=O)OC)c(Cl)cc12	-1	1	2	-1	0
52	O=C(CCCOc1ccccc1)N1CCN(S(=O)(=O)c2cccc(F)c2)CC1	-1	6	2	5	4
53	COC(=O)c1nnn(CC(=O)Nc2cccc(OC)c2)c1C(=O)OC	3	-2	-7	1	-2
54	CC(=O)N(C)N(C)c1cc(C)nc(N)n1	9	9	6	7	3
55	COc1ccccc1C(=O)CN1C(=O)NC2(CCCc3ccccc32)C1=O (centres undefined)	11	x	-3	-2	x
56	Cc1ccc2[nH]cc(C(=O)CCl)c2c1	2	93*	1	2	3
57	COc1cccc(NC(=O)CN(C)C(=O)c2ccc(OCc3ccccc3)c(OC)c2)c1	-9	7	-1	-5	-5

No.	PAFAH2 inh	PAFAH1B3 FP inh	LYPLA1 counter	Fam108B inh
49	-2	8	-1	0
50	x	x	-4	3
51	-4	6	-2	-5
52	0	8	1	1
53	4	8	0	2
54	3	5	3	5
55	2	-8	x	x
56	-2	6	-5	-4
57	-8	2	-1	0

Screens (PubChem)

The list is partial, so the mix of outcomes need not match the whole.
